# HCV inhibitor: qHTS Assay for Inhibitors of Hepatitis C Virus (HCV); Potency, µM (top dose mostly 41.8 µM), for the others: at the highest dose activity change, negative = inhibition, most hits filed as inhibitors; Huh7.5.1 HCVcc-Cre infection, luciferase reporter, 44 h; hit rate 3.4% among 340,000; note: potency is the fitted concentration of half-maximal effect
#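 Seed cells (1,000/well) for 4 h; treat with compound and infect with HCVcc-Cre, moi about 0.5. Incubate 44 h, then detect luciferase activity.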
# Sm TGR block: qHTS Assay for the Inhibitors of Schistosoma Mansoni Peroxiredoxins | purified TGR, DTNB reduction, TNB absorbance 405 nm | Potency, µM (titrated, usually from 114 µM), inactives show at the highest dose activity change, negative = inhibition, usual class: inhibitors | hit rate 3% among 360,000 | AID 485364, 2010; note: potency is the fitted concentration of half-maximal effect; nearly all actives have a fitted effect of over 60% in size
#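 TGR 20 nM + NADPH 100 uM (dispensed conc.), cpd preinc 15 min RT; start with NADPH (500 uM addition) then DTNB (15 mM addition). Kinetic TNB absorbance, 405 nm filter. Four-parameter Hill fit across titration.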
# AmpC detergent: qHTS Inhibitors of AmpC Beta-Lactamase (assay with detergent). hit rate 0.041% among 370,000. P00811. AmpC hydrolysis of nitrocefin, absorbance 480 nm, 0.01% Triton. AID 485294, 2010. Potency, µM (doses to about 114 µM), without a hit: at the highest dose activity change, negative = inhibition, usual class: inhibitors;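 note: potency is the fitted concentration of half-maximal effect; 0% = no-compound wells and -100% = no-enzyme wells; nearly all actives have a fitted effect of over 25% in size; some results filed as inactive show a strong effect at the top dose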
# Target sequence (P00811 whole entry, looked up): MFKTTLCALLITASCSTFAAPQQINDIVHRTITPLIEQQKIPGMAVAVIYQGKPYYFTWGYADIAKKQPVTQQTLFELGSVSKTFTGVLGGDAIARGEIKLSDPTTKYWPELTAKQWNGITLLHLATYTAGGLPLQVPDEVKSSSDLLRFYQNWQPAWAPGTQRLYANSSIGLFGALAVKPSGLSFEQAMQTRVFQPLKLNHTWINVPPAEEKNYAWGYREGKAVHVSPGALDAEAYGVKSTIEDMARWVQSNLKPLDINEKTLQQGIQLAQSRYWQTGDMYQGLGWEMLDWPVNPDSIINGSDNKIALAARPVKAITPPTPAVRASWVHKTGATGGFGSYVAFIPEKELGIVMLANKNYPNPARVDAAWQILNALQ
#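 20 mM phosphate pH 7.0 + 0.01% (detergent screen) or 0.0001% Triton X-100; 5.3 nM AmpC reagent; cpd preinc 15 min RT; nitrocefin (800 uM stock) to start; A480 q20 s × 4 min; Activity was normalised to no-enzyme and no-compound control wells.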
# HCMV antiviral: qHTS Assay for inhibitors of the human cytomegalovirus (HCMV); activity change, negative = inhibition, % at 57.5 µM; hit rate 4.5% among 410,000; HFF cells, HCMV-luciferase reporter, 72 h; stronger effect = lower value; in the data active = activity change below about -60%; inconclusive = no clear call, values can overlap the other calls; inactive = above about -39%
#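 Luciferase read-out from HCMV-luciferase-infected HFFs (MOI 1 PFU/cell) 72 h post infection at 37C; compounds added after 16 h cell attachment; activity normalized between buffer-only basal and Salinomycin (10uM) inhibitor controls.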
# AMA1-RON2 inh: qHTS for Inhibitors of AMA1-RON; Towards Development of Antimalarial Drug Lead: Primary Screen. Plasmodium falciparum AMA1 (3D7) - RON2 peptide interaction. AlphaScreen AMA1-biotinylated RON2 peptide binding. Potency, µM (doses to about 58.2 µM), without a hit: at the highest dose activity change, negative = inhibition, most hits filed as inhibitors. hit rate 0.2% among 360,000;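 note: potency is the fitted concentration of half-maximal effect; 0% = vehicle wells and -100% = peptide control; nearly all actives have a fitted effect of over 45% in size; some results filed as inactive show a strong effect at the top dose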
#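 AMA1 (3D7) with his tag at 25 nM final met compounds first, then biotinylated RON2 peptide at 25 nM; detection used donor plus acceptor beads, 10 µg/mL apiece, read by AlphaScreen after 30 min at room temperature.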
# Giardia FBPA inh: qHTS Assay for Inhibitors of Fructose-1,6-bisphosphate Aldolase from Giardia Lamblia; hit rate 0.71% among 290,000; purified Giardia FBPA; AID 2451, 2010; Potency, µM (series often up to 59.6 µM), for inactives: at the top dose activity, negative = inhibition, hits mostly inhibitors; A8B2U2; note: potency is the fitted concentration of half-maximal effect; nearly all actives have a fitted effect of over 55% in size
# Target sequence (A8B2U2 whole entry, looked up): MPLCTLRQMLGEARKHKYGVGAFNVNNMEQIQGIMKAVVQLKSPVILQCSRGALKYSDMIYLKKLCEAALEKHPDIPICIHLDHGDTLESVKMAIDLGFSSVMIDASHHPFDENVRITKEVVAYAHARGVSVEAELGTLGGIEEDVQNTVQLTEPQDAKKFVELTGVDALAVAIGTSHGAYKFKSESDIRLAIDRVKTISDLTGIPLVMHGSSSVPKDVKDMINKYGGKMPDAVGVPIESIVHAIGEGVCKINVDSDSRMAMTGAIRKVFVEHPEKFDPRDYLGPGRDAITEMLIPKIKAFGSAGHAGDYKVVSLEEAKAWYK
#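 Giardia FBPA (40 nM reagent) was preincubated 10 min at RT with compound (up to 57.5 uM final), then substrate plus GAPDH/TPI/NAD/arsenate coupling system with diaphorase/resazurin was added; resorufin fluorescence (525/598 nm) was read after 20 min.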
# Starred values were filed as active, the others as inactive; ? = inconclusive; . = no result given; & = joins results of further samples; [ ] = another dose, or the depositor's remark. Unless noted, calls come from the whole dose curve; as a rule, active = well fitted curve in the direction sought with a large enough effect; inconclusive = small, poorly fitted or top-dose-only effect, or another doubt; inactive = no such curve, though single readings can be large; an effect the other way counts as inactive or inconclusive. Unless noted, % is set by controls: 0 for no effect and ±100 for the full control effect. The order is random (roughly 9.3% active in at least one column).
structure	HCV inhibitor	Sm TGR block	AmpC detergent	HCMV antiviral	AMA1-RON2 inh	Giardia FBPA inh
Cc1cccc(N2CCN(C(=O)Cn3nc(C)n4cccc4c3=O)CC2C)c1 (stereo unspecified)	-4%	3%&8%	-6%&27%	-8&8	0%	-3%
COCCn1c(SCC(=O)NCCCN2CCCC2=O)nc2ccccc2c1=O	-5%	.	.	-11	10%	.
COC(=O)N/N=C/C1=CCC2CC1C2(C)C (stereo unspecified)	15%	-28%	2%	-11	3%	-1%
CN(Cc1nc(-c2ccccc2)no1)C(=O)c1ccc2c(c1)OCO2	6%[8.37 µM]	1%	?	-15	-12%	.
Cc1cccc(N=N/C(=C\O)C(=O)c2cccs2)c1	?	-4%	-14%	-5	?	-5%
C=CCn1c(SCC(=O)Nc2cc(C)on2)nnc1-c1ccccc1OC	0%	.	.	0	5%	.
Cc1ccc(C(=O)Nc2ccncc2)cc1S(=O)(=O)N1CCOCC1	-6%	0%	2%	2	8%	.
COc1cccc(CNC(=O)CCNS(=O)(=O)c2ccc(Br)s2)c1	5%	5%	7%	-6	15%	8%
C=C(C)Cc1c(C)c(C#N)c2nc3ccccc3n2c1N1CCCCC1	?	-9%	-5%	?	3%	4%
CC(=O)c1cc(CN2CCN(CC=C(C)C)C(CCO)C2)cs1 (stereo unspecified)	-1%	-13%	-5%	?	4%	0%
Cn1ncc(=S)[nH]c1=S	19%	.	.	-4	22%	.
CCOC(=O)c1cn2nc(-c3ccc(OC)cc3)cc2nc1C1CCN(C(=O)OC(C)(C)C)CC1	27%	11%	?	5	5%	4%
COc1cccc(C(=O)N2CCN(c3ncccn3)CC2)c1	4%	16%	0%	28	-3%	8%
CC(=O)c1c(C)n(-c2ccc(Br)cc2)c2ccc(O)cc12	14%	-33%	-9%	-32	2%	2%
Cc1cccc(S(=O)(=O)Nc2nc3ccccc3nc2Nc2cccc(C(=O)O)c2)c1	-8%	-13%	-8%	27	5%	1%
COc1ccc2oc(C(=O)N3CCCc4ccccc43)c(C)c2c1	?	3%	-1%	-7	-23%	.
CC(C)(C)NC(=S)N1CCC(C(=O)c2ccc(F)cc2)CC1	5%	?	-9%	23	6%	-4%
COc1ccc(C2CCCN2C(=S)Nc2cccc(C)c2C)cc1OC (stereo unspecified)	-18%	-17%	4%	-31	-28%	-1%
CC(C)S(=O)(=O)C/C(N)=N/OS(=O)(=O)c1ccc(Cl)cc1	32%[activator]	-5%	-5%	20	-15%	0%
CCN1C(=O)CC(SC2CC(=O)N(CC)C2=O)C1=O (stereo unspecified)	8%	.	.	1	6%	.
CC1=CC(C)(C)N2C(=O)C3(C(C#N)=C(N)OC4=C3C(=O)CC(C)(C)C4)c3cccc1c32 (stereo unspecified)	.	15%[11.4 µM]	?	-8	.	4%
CS(=O)(=O)c1cccc(C(=O)Nc2ccc(-c3nc4ccccc4[nH]3)cc2)c1	?	8%	-4%	-65*	-9%	-3%
C=CCNC(=O)c1ccccc1NC(=O)C1COc2ccccc2O1 (stereo unspecified)	?	?	-1%	-34	10%	-5%
CCCC(C(=O)Nc1ccc(S(=O)(=O)N2CCCC2)cc1)c1ccccc1 (stereo unspecified)	-18%	1%	5%	-35	15%	.

# Given as labelled records: entries from further up
canonical_smiles: C=C(C)Cc1c(C)c(C#N)c2nc3ccccc3n2c1N1CCCCC1
  HCV inhibitor: ?; Sm TGR block: -9%; AmpC detergent: -5%; HCMV antiviral: ?; AMA1-RON2 inh: 3%; Giardia FBPA inh: 4%
canonical_smiles: Cc1cccc(N2CCN(C(=O)Cn3nc(C)n4cccc4c3=O)CC2C)c1 (stereo unspecified)
  HCV inhibitor: -4%; Sm TGR block: 3%&8%; AmpC detergent: -6%&27%; HCMV antiviral: -8&8; AMA1-RON2 inh: 0%; Giardia FBPA inh: -3%

# (further entries)
structure	HCV inhibitor	Sm TGR block	AmpC detergent	HCMV antiviral	AMA1-RON2 inh	Giardia FBPA inh
CCOC(=O)CCN(c1ccccc1)S(=O)(=O)c1ccc2[nH]c(=O)ccc2c1	.	-1%	2%	-8	.	.
Cc1onc(-c2ccccc2)c1C(=O)Nc1nc(-c2ccc(F)c(F)c2)cs1	?	-3%	3%	-16	-5%	-3%
CC(C)Cc1ccc(C(C)C(=O)Nc2ccc(O)cc2)cc1 (stereo unspecified)	-10%	3%	-3%	-66*	-1%	3%
CCOc1cc(/C=N/NC(=O)Cc2ccc(C(F)(F)F)cc2[N+](=O)[O-])ccc1O	-26%	-6%	0%	-61*	5%	0%
O=C(NCCc1ccccc1)c1ccnc(/C=N/O)c1	-6%	-27%	?	-23	11%	-9%
Cc1noc(C)c1COc1ccccc1C(=O)NCCc1ccc(F)cc1	?	.	.	6	-4%	.
CCn1c(CC(=O)Nc2ccccc2F)nnc1SCC(=O)Nc1nncs1	10%	-7%	-6%	0	14%	?
Cc1onc(-c2ccccc2)c1C(=O)OCC(=O)NCc1ccc(F)cc1	?	5%	0%	?	14%	1%
Cc1ccc(-c2cccc(CN3CCN(C(C)C)C(CCO)C3)c2)o1 (stereo unspecified)	-24%	35µM*	4%	-23	-1%	0%
O=C(Oc1ccc(Br)cc1C(=S)N1CCOCC1)c1ccccc1	7%	32%	5%	-11	-3%	-13%
Cc1cc(C(=O)N/N=C/C=C/c2ccccc2[N+](=O)[O-])c(C)o1	-12%	-4%	3%	22	18%	-6%
CCN1C(=S)SC(=O)C1=C1C=C(C)N(Cc2ccco2)C(C)=C1	?	-36%	-11%	10	4%	-18%
O=C(O)C1=C[C@H](c2ccc3c(c2)OCO3)C[C@H](OCCCCO)O1	?	.	.	-11	9%	.
COc1cccc(C(=O)NCc2cn3cccc(C)c3n2)c1	.	8%	31%[activator]	-39	.	.
Cn1c(=O)c2[nH]c(N/N=C(/C#N)C(N)=O)nc2n(C)c1=O	1%	1%	8%	.	60%[activator]	20µM*
N=c1sccn1CC(=O)Nc1cccc2ccccc12	18%	9%	?	-18	4%	-6%
COc1ccc(CNC(=O)N[C@H](C(=O)O)C(C)C)cc1OC	9%	16%	-1%	-11	-10%	12%
C#CCOCCOCCOCCNc1nc(N2CCN(C(=O)[C@H](C(C)C)n3cc(CCO)nn3)CC2)nc(N2CCN(C(=O)[C@H](CCCCN)n3cc(CCCC)nn3)CC2)n1	2%[8.37 µM]	-24%	-14%	19	0%	?
CCc1ccc(NC(=O)c2ccccc2SC)cc1	2%	30%	-10%	6	-1%	-20%
CC1=C(C(=O)N2CCc3ccccc32)C2(CCC(C)CC2)OC1=O (stereo unspecified)	-15%	0%	-6%	5	-10%	9%
N#CCSc1nnc(COc2cccc3ccccc23)n1-c1cccc(Cl)c1	?	1%	-16%	-20	-4%	-20%
COc1ccc(OCc2ccc(-c3nc(C#N)c(NCc4ccc(F)cc4)o3)o2)cc1	.	2%	24%	-14	.	.
Cc1ccc(C(=O)NCC(=O)NCC(=O)OCc2ccc(F)cc2)cc1	7%	2%	-8%	-4	-11%	3%
O=C(O)Cc1ccc2c(c1)N(S(=O)(=O)c1cccs1)CC(C(=O)O)O2 (stereo unspecified)	5%	11%	7%	-3	-1%	4%

# Retrieved by structure from the entries so far:
structure	HCV inhibitor	Sm TGR block	AmpC detergent	HCMV antiviral	AMA1-RON2 inh	Giardia FBPA inh
COc1ccc(OCc2ccc(-c3nc(C#N)c(NCc4ccc(F)cc4)o3)o2)cc1	.	2%	24%	-14	.	.
CC1=C(C(=O)N2CCc3ccccc32)C2(CCC(C)CC2)OC1=O (stereo unspecified)	-15%	0%	-6%	5	-10%	9%
CCc1ccc(NC(=O)c2ccccc2SC)cc1	2%	30%	-10%	6	-1%	-20%
C#CCOCCOCCOCCNc1nc(N2CCN(C(=O)[C@H](C(C)C)n3cc(CCO)nn3)CC2)nc(N2CCN(C(=O)[C@H](CCCCN)n3cc(CCCC)nn3)CC2)n1	2%[8.37 µM]	-24%	-14%	19	0%	?
N#CCSc1nnc(COc2cccc3ccccc23)n1-c1cccc(Cl)c1	?	1%	-16%	-20	-4%	-20%

# Next section:
structure	HCV inhibitor	Sm TGR block	AmpC detergent	HCMV antiviral	AMA1-RON2 inh	Giardia FBPA inh
CCN(CC)S(=O)(=O)c1ccc(-c2nnc(SCc3nnc(-c4ccc(C)cc4)o3)o2)cc1	-11%	6%	-12%	-30	-13%	3%
Cc1cc2c(ncn2C)c(NS(=O)(=O)c2ccc(F)cc2)c1C	4%	6%	2%	19	-10%	-5%
COc1cccc(-c2nc(SCc3cc(=O)c4cc(Cl)ccc4[nH]3)n[nH]2)c1	.	0%	7%	5	.	.
Cc1nn(Cc2c(F)c(F)c(F)c(F)c2F)c(C)c1NC(=O)c1ccnn1C	-14%	4%	-2%	29	0%	.
CCCCOc1ccc(/C=C/C(=O)NCCc2nc3ccccc3[nH]2)cc1	.	-20%	?	-8	4%	1%
O=C(c1ccc(OC2CCN(CCc3ccccc3)CC2)cc1)N1CCC[C@H]1CO	3%	-5%	-4%	6	15%	2%
CC(C)CC(=O)Nc1cc2c3c(c1)C(C)C(=O)N3CCC2 (stereo unspecified)	0%	-5%	-4%	-6	8%	1%
O=[N+]([O-])/C(C(Cl)=C(Cl)Cl)=C(\Sc1ccccc1)N1CCCCC1	-12%	13µM*	-3%	-36	-1%	-6%
Cc1ccc(C)c(NC(=O)C2=CCN(S(=O)(=O)c3ccc(F)cc3)CC2)c1	2%[8.37 µM]	1%	?	-4	-8%	-1%
CC(=O)Oc1cc2c(C(=O)NCCN3CCOCC3)c(C)oc2c2ccccc12	10µM*	25µM*	-7%	55	2%	?

# One compound at a time, from the list above. Values in the order: HCV inhibitor | Sm TGR block | AmpC detergent | HCMV antiviral | AMA1-RON2 inh | Giardia FBPA inh
# `COCCn1c(SCC(=O)NCCCN2CCCC2=O)nc2ccccc2c1=O` is listed with -5% | . | . | -11 | 10% | .
# `Cc1cc2c(ncn2C)c(NS(=O)(=O)c2ccc(F)cc2)c1C` is listed with 4% | 6% | 2% | 19 | -10% | -5%
# `O=[N+]([O-])/C(C(Cl)=C(Cl)Cl)=C(\Sc1ccccc1)N1CCCCC1` is listed with -12% | 13µM* | -3% | -36 | -1% | -6%
# `Cc1ccc(C(=O)Nc2ccncc2)cc1S(=O)(=O)N1CCOCC1` is listed with -6% | 0% | 2% | 2 | 8% | .
# `Cc1cccc(N=N/C(=C\O)C(=O)c2cccs2)c1` is listed with ? | -4% | -14% | -5 | ? | -5%
